High-throughput results deposited in PubChem by National Center for Advancing Translational Sciences (NCATS).
BRCT inh red: BRCT-phosphoprotein interaction inhibition (red fluorophore); P38398; BRCT-phosphopeptide binding, red fluorescence polarization; Potency, µM (highest dose often 76.9 µM), without a hit: at the highest dose activity change, negative = inhibition, hits mostly inhibitors; 75,000 compounds, 0.03% hits; also: % is scaled to controls: 0 for no effect and ±100 for the full control effect
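Rhodamine-labelled pBACH1 10-mer (100 nM) bound to BRCT domain (100 nM) at pH 7.3; compounds incubated 12 min room temperature, polarization read. Free peptide defines full inhibition; unlabelled decapeptide titrated as control.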
Casp1 inh: caspase-1 (human) inhibition, allosteric or competitive; P29466; Caspase-1 enzyme, Ac-WEHD-AFC fluorogenic rate; Potency, µM (doses to about 57.5 µM), without a hit: at the highest dose activity change, negative = inhibition, actives largely listed as inhibitors; 75,000 compounds, 0.03% hits; AID 900;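 also: potency is read from the fitted curve at half-maximal effect; plate controls were vehicle for no effect and no substrate for full effect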
Target sequence (P29466 120-297 limits assumed): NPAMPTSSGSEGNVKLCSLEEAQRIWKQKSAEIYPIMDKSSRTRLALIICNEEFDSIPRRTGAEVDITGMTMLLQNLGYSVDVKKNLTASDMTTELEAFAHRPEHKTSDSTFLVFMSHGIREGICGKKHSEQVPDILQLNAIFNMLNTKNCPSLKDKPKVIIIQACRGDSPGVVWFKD
Target sequence (P29466 317-404 limits assumed): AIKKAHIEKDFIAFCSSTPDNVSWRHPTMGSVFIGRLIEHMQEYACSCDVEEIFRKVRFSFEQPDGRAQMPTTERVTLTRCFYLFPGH
HEK293 cAMP cs: raises cAMP in parental HEK293 cells, TSHR agonist counter-screen. parental HEK293 CNG cAMP sensor, membrane potential fluorescence. Potency, µM (top dose mostly 57.1 µM), for inactives: at the highest dose activation, actives largely listed as activators. 73,000 compounds, 2.5% hits; also: potency is read from the fitted curve at half-maximal effect; % of control where 0% means no effect; nearly all actives have a fitted effect of over 55% in size
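Parental HEK 293 cells stably expressing a cAMP-gated CNG channel were loaded with membrane potential dye containing 100 uM RO 20-1724 for 60 min. Compound added for 30 min; depolarization read as fluorescence intensity at 590 nm.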
Fluorescein autfl: fluorescein region autofluorescence | Compound autofluorescence, 480/540 nm, fluorescein-equivalent; active compounds read high | max fluorescein-equivalent concentration, M | 59,000 compounds, 0.91% hits | AID 593; in the data active = max fluorescein-equivalent concentration above about 10 nM; inconclusive = between about 1.1 nM and that limit
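Autofluorescence profiling; 100 mM Tris, pH 8.0; incubation 15 min at RT; ex/em 480/540 nm; result as fluorescein-equivalent concentration.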
4MU fluor: 4-MU region autofluorescence. compound autofluorescence, 340/450 nm, 4-MU equivalents; active compounds read high. max dye-equivalent concentration, M. 59,000 compounds, 11% hits. AID 589; in the data active = max dye-equivalent concentration above about 10 nM; inconclusive = mostly about 1.1 nM to 9.6 nM
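Compounds in 100 mM Tris, pH 8.0, sat 15 min at room temperature before fluorescence was read at 340 nm excitation/450 nm emission; a per-plate six-point 4-MU standard curve converted signals to dye-equivalent concentration at each compound concentration.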
A350 autofl: compound fluoresces in the Alexa 350 spectral region; 59,000 compounds, 11% hits; max dye-equivalent concentration, M; Compound autofluorescence, 340/450 nm, Alexa 350 dye-equivalents; active compounds read high; in the data active = max dye-equivalent concentration above about 10 nM; inconclusive = mostly about 1.1 nM to 9.6 nM
USP2a inhib: inhibitors of human ubiquitin-specific protease USP2a; O75604; USP2a enzymatic assay, qHTS inhibition; Potency, µM (doses to about 38.3 µM), without a hit: top-dose activity change, negative = inhibition, most hits filed as inhibitors; 60,000 compounds, 0.1% hits;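 also: potency is read from the fitted curve at half-maximal effect; nearly all actives have a fitted effect of over 60% in size; plate controls were DMSO for no effect and NEM full inhibition control for full effect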
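USP2 core (20nM final) preincubated 30 min RT with compound, then Ub-PLA2 20nM and NBD C6-HPC 20uM final added; buffer 20mM Tris-HCl pH 8.0, 2mM CaCl2. Fluorescence Ex 460/Em 535 read at 0 and 2.5 h; normalized to NEM.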
Rhodamine fluor: compound fluoresces in the rhodamine spectral region; Rhodamine-region fluorescence, 547/598 nm, Tris buffer; active compounds read high; 59,000 compounds, 0.05% hits; max dye-equivalent concentration, M; in the data active = max dye-equivalent concentration above about 11 nM; inconclusive = between about 1.1 nM and that limit
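Read-out is relative fluorescence at 547 nm excitation and 598 nm emission, expressed as dye-equivalent concentration using rhodamine standards on every plate. Each compound was profiled across a concentration series after 15 min in 100 mM Tris, pH 8.0.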
BRCT PPI green: inhibitors of human BRCA1 BRCT-phosphoprotein interaction (green fluorophore) | BRCA1 BRCT-phosphopeptide binding, green fluorescence polarization | Potency, µM (titrated, usually from 76.9 µM), for the others: top-dose activity change, negative = inhibition, hits mostly inhibitors | 75,000 compounds, 0.05% hits | AID 875;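 also: potency is read from the fitted curve at half-maximal effect; plate controls were peptide without protein for full effect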
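Compounds were incubated for 12 min at room temperature with a complex of 100 nM fluorescein-tagged pBACH1 decapeptide and 250 nM His-tagged BRCT protein. Buffer was phosphate pH 7.3 with EDTA, DTT and Tween 20. Disruption of binding lowers the polarization signal.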
Caspase-7 inhib: caspase-7 (human) inhibition, allosteric or competitive. recombinant caspase-7, Ac-DEVD-AFC fluorescence rate. Potency, µM (series often up to 57.5 µM), without a hit: at the highest dose activity change, negative = inhibition, most hits filed as inhibitors. 75,000 compounds, 0.02% hits. AID 889; active = well fitted inhibition curve with a large enough effect in the main read-out, with a control signal flat, not every such curve was filed as active; inconclusive = small, poorly fitted or top-dose-only effect, or a change in a side signal; also: potency is read from the fitted curve at half-maximal effect; % of control where 0% means no effect
Target sequence (P55210 24-198 limits assumed): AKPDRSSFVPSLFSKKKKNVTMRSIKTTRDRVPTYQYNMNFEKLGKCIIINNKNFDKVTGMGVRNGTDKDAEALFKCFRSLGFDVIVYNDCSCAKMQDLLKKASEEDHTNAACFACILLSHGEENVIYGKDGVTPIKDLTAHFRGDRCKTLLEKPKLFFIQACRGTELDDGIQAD
Target sequence (P55210 207-303 limits assumed): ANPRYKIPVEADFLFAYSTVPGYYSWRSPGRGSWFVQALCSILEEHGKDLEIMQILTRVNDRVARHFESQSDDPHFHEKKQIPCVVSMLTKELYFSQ
Texas Red fluor: compounds fluorescent in Texas Red spectral region; Compound fluorescence, Texas Red channel, 547/618 nm; active compounds read high; max dye-equivalent concentration, M; 59,000 compounds, 0.06% hits; in the data active = max dye-equivalent concentration above about 10 nM; inconclusive = between about 1.1 nM and that limit
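qHTS profiling of intrinsic compound fluorescence; 100 mM Tris pH 8.0; 15 min RT; ex 547 / em 618 nm; response expressed as Texas Red dye-equivalent concentration from six-point plate standard.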
An asterisk follows results filed as active; i = inactive; ? = inconclusive; / = no result given; [ ] = dose if it differs, or a comment. Unless noted, calls follow the shape of the dose curve; as a rule, active = well fitted curve in the direction sought with a large enough effect; inconclusive = small, poorly fitted or top-dose-only effect, or another doubt; inactive = no such curve, though single readings can be large; an effect the other way counts as inactive or inconclusive. An excerpt; the hit share may differ from the screen's.

structure	BRCT inh red	Casp1 inh	HEK293 cAMP cs	Fluorescein autfl	4MU fluor	A350 autofl	USP2a inhib	Rhodamine fluor	BRCT PPI green	Caspase-7 inhib	Texas Red fluor
CCCCN1C(=O)C(O)(CC(=O)c2ccco2)c2cc(Br)ccc21 (stereo unspecified)	0.6%	1%	18%	/	/	/	/	/	-4.5%	1%	/
COc1ccc(O[C@H]2C=C[C@@H](c3ccccc3)O[C@H]2CO/N=C2/c3cc(OC)ccc3O[C@@H](c3cccc(OC)c3)[C@H]2O)cc1	0.6%[15.4 µM]	4%[11.5 µM]	-1%[11.4 µM]	/	/	/	/	/	0.2%[15.4 µM]	2%[11.5 µM]	/
Cc1ccc(C)c(C(=O)COC(=O)c2ccc(Br)o2)c1	0.8%	0%	?	/	/	/	-19%	/	0.1%	-1%	/
COC(=O)C(C)Sc1nc2c(c(=O)n(C)c(=O)n2C)n1Cc1cccc(C)c1 (stereo unspecified)	-0.7%	0%	?	i	i	i	1%	i	0.1%	-1%	i
COC(=O)C1CCN(C(=O)c2ccc(Cl)c(S(=O)(=O)NCc3cccnc3)c2)CC1	0.0%	-1%	-7%	?	i	i	-6%	i	-2.5%	0%	i
CCOC(=O)C1CCN(S(=O)(=O)C(F)(F)c2nc3ccccc3s2)CC1	-0.9%	0%	?	i	i	?	0%	i	-0.7%	-2%	?
Cc1c(-c2ccccc2)oc2nc3c(c(=O)n(C)c(=O)n3C)n12	-0.5%	0%	10%	i	i	?	-3%	i	-1.8%	-1%	i
Cc1noc(C)c1CSc1nnc2cc(C)c3ccccc3n12	-0.1%	2%	7%	i	i	i	3%	i	0.3%	-1%	i
CCOc1ccc(C(=O)Nc2cc(C)on2)cc1OCC	0.7%	-1%	2%	i	i	i	-7%	i	0.9%	0%	i
Cc1ccc(S(=O)(=O)n2c3ccccc3c3nnc(C(=O)c4ccccc4)nc32)cc1	0.3%[15.4 µM]	-5%[11.5 µM]	-10%[11.4 µM]	/	/	/	/	/	-3.5%[15.4 µM]	0%[11.5 µM]	/
COc1cccc(NC(=O)c2ccc(S(=O)(=O)N3CCCCC3)cc2)c1	-2.8%	-7%	8%	/	/	/	/	/	0.3%	-2%	/
CCOc1ccc(C2/C(=C(\O)c3ccc(OC)c(OC)c3)C(=O)C(=O)N2c2cc(C)on2)cc1OC (stereo unspecified)	0.2%	-2%	?	i	i	i	53%[activator]	i	-0.8%	0%	i
COc1ccc(C2(C(=O)Nc3ccc(C(=O)O)cc3)CCOCC2)cc1	-0.9%	1%	3%	i	2e-08M*	1.8e-08M*	-6%	i	-2.1%	1%	i
COCC(C)NC(=O)CCS(=O)(=O)c1nc(-c2ccc(OC)cc2)cc(C(F)(F)F)n1 (stereo unspecified)	-0.5%	-3%	9%	i	3.6e-08M*	3.4e-08M*	?	i	6.3%	-1%	i
COc1cccc(C(=O)NC2CCN(C(=O)N3CCCCC3)CC2)c1	-1.2%	1%	?	i	i	i	-3%	i	-1.0%	3%	?
COc1ccc(-c2nnc(SCC(=O)NC3CCCCC3)o2)cc1OC	-0.7%	4%	?	/	/	/	/	/	-0.2%	-4%	/
CC(=O)Nc1ccc(S(=O)(=O)Nc2nccc(C3Cc4ccccc4C(=O)O3)n2)cc1 (stereo unspecified)	1.1%	-3%	0%	i	i	?	-7%	i	0.7%	-4%	i
CN(CC(=O)N1CC=C(c2ccccc2)CC1)S(=O)(=O)c1ccc2c(c1)c(=O)n(C)c(=O)n2C	-2.0%	1%	13%	/	/	/	/	/	-3.1%	-1%	/
O=C1C(C=NCC2CCCO2)=C(O)c2ccccc21 (stereo unspecified)	-0.8%	-2%	4%[11.4 µM]	/	/	/	-1%[7.66 µM]	/	4.7%	-2%	/
Cn1c(=O)cc(SCC(=O)NCC2CCCO2)c2ccc(Cl)cc21 (stereo unspecified)	0.3%	1%	3%	i	i	i	-1%	i	0.5%	1%	i
O=c1[nH]cnc2c1cnn2Cc1ccccc1	/	/	/	i	i	i	/	i	/	/	i
CN(C)[C@@H]1C(=O)C(C(N)=O)=C(O)[C@]2(O)C(=O)C3=C(O)c4c(O)ccc(Cl)c4[C@H](O)[C@H]3C[C@@H]12	-0.1%[34.4 µM]	-15%[25.7 µM]	-3%[25.6 µM]	?	?	?	70%[activator][17.1 µM]	i	0.1%[34.4 µM]	?	?
CCCNC(=O)OC[C@@H]1O[C@H](CCO/N=C(\C)CCN2CCc3nc(-c4ccccc4)c(-c4ccccc4)cc3C2)C=C[C@@H]1Oc1ccc(OC)cc1	1.4%[15.4 µM]	2%[11.5 µM]	2%[11.4 µM]	/	/	/	/	/	0.6%[15.4 µM]	-1%[11.5 µM]	/
CC(C)(C)OC(=O)N1CCC[C@H]1c1nnc(SCc2c(Cl)cccc2Cl)o1	-0.1%	-2%	?	i	i	i	-7%	i	0.6%	-5%	i
CCCn1c(CNC(=O)c2ccccc2)nc2ccccc21	-0.9%	-2%	2%	?	i	i	8%	i	-4.7%	1%	i
OCc1nc2ccccc2n1CCCOc1ccccc1	0.2%	-1%	13%	/	/	/	/	/	3.6%	-2%	/
CS(=O)(=O)N(CC(=O)N1CCN(Cc2ccccc2)CC1)Cc1ccccc1	0.5%	-1%	?	i	i	i	16%	i	-0.7%	2%	?
Cc1onc(-c2c(F)cccc2Cl)c1C(=O)Nc1cccc(Cn2cccn2)c1	-0.1%	-2%	-4%	i	i	i	29%	i	-0.1%	0%	i
CC(=O)Nc1ccc(Cl)c(C(N)=O)c1	-1.1%	0%	4%	i	i	i	-5%	i	-5.1%	0%	i
Nc1cccc2cc(S(=O)(=O)Nc3ccc(C(=O)O)cc3)ccc12	0.6%[15.4 µM]	-2%[11.5 µM]	4%[11.4 µM]	?	?	?	/	i	0.7%[15.4 µM]	-1%[11.5 µM]	i
COc1cccc(C2=NOC(C(=O)Nc3cc(C)nn3-c3ccccc3)C2)c1OC (stereo unspecified)	-0.7%	0%	19%	/	/	/	/	/	-1.1%	-4%	/
CCCc1cc(=O)[nH]c(SCC(=O)N2CCN(c3ccc(F)cc3)CC2)n1	-1.2%	-2%	-4%	i	i	i	10%	i	-2.4%	0%	i
CN1CCN(CCCNC(=O)c2ccc(CS(=O)(=O)c3ccc(Br)cc3)o2)CC1	0.0%	2%	-1%	/	/	/	/	/	0.6%	-1%	/
Cc1cc(C)n2nc(NCc3ccccc3)nc2n1	0.3%	-2%	?	i	?	?	-3%	i	0.0%	-1%	i
CN1CCCN(C(=O)c2ccc(Cl)c(S(=O)(=O)N(C)c3ccccc3)c2)CC1	-0.4%	-2%	7%	i	i	i	3%	i	-1.9%	1%	i
Cc1ccc2nc(CCc3nc4ccc(C)cc4o3)oc2c1	1.2%	-2%	18%	i	i	i	7%	i	-0.9%	1%	i
CCOC(=O)NCc1cc(-c2nn(C)c(=O)c3ccccc23)ccc1C	-1.7%	-1%	5%	?	i	i	26%	i	6.6%	3%	i
COC(=O)COc1ccc(S(=O)(=O)Nc2ccc3c(c2)OCO3)cc1	0.0%	0%	2%	?	?	?	6%	i	-0.2%	3%	i
CC(=O)Oc1ccc2c(c1)c(C(C)=O)c(C)n2C	1.1%	2%	-2%	?	i	i	10%	i	-4.2%	0%	?
CS(=O)(=O)N1CCC2(CCN(c3ccccc3)CC2)CC1	0.0%	4%	7%	i	i	i	12%	i	-5.1%	1%	i
CCN1C(=O)/C(=C\N2CCN(C)CC2)SC1=S	-1.1%	-4%	-11%	i	?	?	4%	i	-0.5%	-7%	i
O=C(NCCF)[C@H]1C[C@@H]1[C@H](NP(=O)(c1ccccc1)c1ccccc1)c1ccccc1	0.4%	2%	24%	/	/	/	/	/	-3.0%	-1%	/
CCCn1nnnc1SCC(=O)N1CCOCC1	0.5%	-2%	2%	i	i	i	22%	i	0.4%	0%	i
CCOC(=O)N1CCN(S(=O)(=O)c2ccc3[nH]cc(C(=O)O)c(=O)c3c2)CC1	0.3%	5%	1%	i	?	?	-1%	i	1.0%	3%	?
Clc1ccc2[nH]c3c(NCCCN4CCOCC4)ncnc3c2c1	/	/	/	?	?	?	/	i	/	/	i
COc1cc2c(cc1OC)-c1cc(OCCN3CCOCC3)nc(=O)n1CC2	-1.6%	-12%	-10%	?	5.3e-07M*	2.9e-07M*	10%	i	4.4%	-14%	i
CC(O)C(O)C(O)C(O)C1NCCS1 (stereo unspecified)	0.8%	1%	-11%	i	i	i	2%	i	-1.4%	0%	i
Cc1ccc(N2CCN(C(=O)c3ccccc3)CC2)c(C)c1	-0.7%	-1%	13%	?	i	i	-2%	i	-0.9%	-1%	i
CCC(=O)N1Cc2ccccc2-c2ccccc2C1=O	-0.2%	-2%	2%	i	3.5e-08M*	3.6e-08M*	-5%	i	-0.8%	-1%	i
